High-throughput results from PubChem BioAssay.
PglD DTNB = blocks C. jejuni PglD acetyltransferase activity; purified PglD enzyme, DTNB colorimetric CoA detection; inhibition, % at 12.5 µM; actives 0.098% (n = 360,000); in the data active means inhibition above about 16%, passing the limit was not always enough; further: strong numbers were not always called active
RAD52 inh = blocks human RAD52 DNA annealing. P43351. recombinant RAD52 DNA annealing, FRET fluorescence. inhibition, % at 18.7 µM. actives 0.46% (n = 360,000);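 active means every replicate showing at least 50% inhibition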
Target sequence (P43351 whole entry, looked up): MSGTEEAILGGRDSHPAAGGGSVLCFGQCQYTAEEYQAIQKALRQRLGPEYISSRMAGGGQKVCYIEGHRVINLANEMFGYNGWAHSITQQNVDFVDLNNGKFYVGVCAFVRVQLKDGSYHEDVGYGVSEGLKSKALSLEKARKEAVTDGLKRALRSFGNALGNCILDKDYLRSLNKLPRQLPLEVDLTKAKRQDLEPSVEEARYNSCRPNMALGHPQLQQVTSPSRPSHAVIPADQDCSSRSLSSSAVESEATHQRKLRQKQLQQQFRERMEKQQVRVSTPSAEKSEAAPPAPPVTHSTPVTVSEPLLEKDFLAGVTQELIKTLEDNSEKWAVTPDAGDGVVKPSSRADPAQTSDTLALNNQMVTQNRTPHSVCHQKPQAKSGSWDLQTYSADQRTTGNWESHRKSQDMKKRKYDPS
ERAP1 inh = ERAP1 (human) enzyme inhibition. recombinant ERAP1, Leu-AMC fluorescence, 60 min. inhibition, % at 10.7 µM. actives 0.15% (n = 340,000);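 active means mean replicate inhibition of at least 30%, or all replicates individually reaching that 30% level; inactive means mean below 30% and not every replicate reaching it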;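 further: 0% = neutral control wells and 100% = L-leucinethiol positive control wells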
E-selectin induc = induces E-selectin expression in human endothelial cells | actives 0.37% (n = 260,000) | activation, % at 7.58 µM | P16581 | AID 686992 | HUVEC E-selectin immunofluorescence imaging; normalized: neutral wells 0, TNF-alpha wells 100;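 active means mean E-selectin-positive cell signal at least 10% of the positive control, reached in at least 60% of replicates, without over 20% cell loss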;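 further: in these data hits start at about 27%; measured in HUVEC primary endothelial cells; signal is the percent of cells scored E-selectin positive by PE staining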
Target sequence (P16581 whole entry, looked up): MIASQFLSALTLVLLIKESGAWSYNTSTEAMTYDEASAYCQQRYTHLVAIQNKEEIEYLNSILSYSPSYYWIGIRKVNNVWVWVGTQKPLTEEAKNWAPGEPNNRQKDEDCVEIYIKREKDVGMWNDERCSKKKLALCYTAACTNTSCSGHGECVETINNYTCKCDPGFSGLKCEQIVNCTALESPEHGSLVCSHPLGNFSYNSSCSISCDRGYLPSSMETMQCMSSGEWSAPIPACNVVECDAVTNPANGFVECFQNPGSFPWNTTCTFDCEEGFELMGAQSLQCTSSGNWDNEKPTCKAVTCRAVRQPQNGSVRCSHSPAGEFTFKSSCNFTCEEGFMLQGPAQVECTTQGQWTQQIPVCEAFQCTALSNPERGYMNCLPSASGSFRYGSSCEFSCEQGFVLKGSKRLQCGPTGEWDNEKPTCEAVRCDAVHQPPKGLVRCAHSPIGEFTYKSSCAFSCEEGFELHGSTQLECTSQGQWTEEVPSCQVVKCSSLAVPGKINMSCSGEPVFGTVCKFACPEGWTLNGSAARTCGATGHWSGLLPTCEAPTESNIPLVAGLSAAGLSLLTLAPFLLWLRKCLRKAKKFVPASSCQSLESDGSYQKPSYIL
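Read-out basis: % PE-positive cells; Test system: HUVEC primary endothelial cells; Technique: immunofluorescence imaging; Dosing: single-point compound dose.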
miR122 inh = miR-122 inhibition in Huh7 cells. Huh7 miR-122 Renilla luciferase sensor, 48 h; neutral wells = 0, positive control = 100. activation (reporter increase), % at 12.5 µM. actives 0.3% (n = 340,000);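 active means mean replicate activation score at least 90 and every replicate individually at or above 90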;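 further: higher luciferase means less miR-122 activity so hits act as miR-122 inhibitors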
Cneo AK release = Cryptococcus neoformans lysis via adenylate kinase release. AID 651654. lysis activity, % at 15 µM. actives 0.2% (n = 360,000). C. neoformans lysis, adenylate kinase release luminescence, 4 h; normalised: neutral wells 0, clomiphene wells 100;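 active means mean lysis activity across replicates of at least 80%, whatever share of replicates individually reach that level; inactive means mean lysis activity below 80%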
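Schedule: static 4 h at 37 °C with compound, 1 h detection; system: C. neoformans cells; benchmarks: Clomiphene as positive control; buffer or medium: fresh YPD medium; measure: luminescence rise reflecting yeast cell lysis; measured by: luminescent adenylate kinase detection reagent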
RAD54 inh = RAD54 (human) branch migration inhibition. Q92698. inhibition, % at 10.4 µM. AID 602329. RAD54 Holliday junction branch migration, FAM/BHQ fluorescence. actives 0.14% (n = 360,000);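 active means mean normalized replicate activity at least 40 and at least half of replicates scoring 40 or more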;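 further: 0% = median of neutral control wells and 100% = median of positive control wells; inhibitors cause a drop in the FAM fluorescence signal; in these data hits start at about 50%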
PGC1a acetyl inh = PGC1a acetylation modulation, inhibitor mode. U2OS PGC1a acetylation, AlphaScreen anti-acetyl-lysine; with virally co-expressed GCN5 acetyltransferase. inhibition, % at 15.6 µM. actives 0.17% (n = 350,000). AID 651687;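 active means every replicate shows inhibition of at least 40%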;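 further: 0% = neutral control wells and 100% = positive control wells; some results beyond the cut were filed as inactive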
Active calls of the source: *; . = no result given; [ ] = remark or other dose.

SMILES	PglD DTNB	RAD52 inh	ERAP1 inh	E-selectin induc	miR122 inh	Cneo AK release	RAD54 inh	PGC1a acetyl inh
COCC(=O)N1[C@H](C#N)[C@@H](c2ccccc2-c2cccc(F)c2)[C@H]1CO	.	-3	2	0.0	.	.	.	11
C=CCOc1ccc(C2/C(=C(\O)c3ccc(F)cc3)C(=O)C(=O)N2CCCN(C)C)cc1 (stereo not given)	5	.	.	.	-7	0	4	-6
Cc1ccc(/C=C/C(=O)NC2CCS(=O)(=O)C2)cc1 (stereo not given)	.	-3	2	2.9	10	.	.	.
C[C@H](CO)N1C[C@H](C)[C@H](CN(C)Cc2ccc(-c3ccccc3)cc2)Oc2cc(C#CC(C)(C)O)ccc2S1(=O)=O	-1	37	3	0.5	-11[16.7 µM]	3	4	-5
Clc1cccc(OCCCn2ccnc2)c1	-4	-8	-3	.	-2	1	0	7
Oc1c(Cl)cc(Cl)c2cccnc12	0	-5	5	.	-11	-2	-14	.
CC(C)(C)C(=O)CSc1ncnc2c1cnn2-c1ccccc1	8	-17	.	.	4	0	-6	1
C=CCNC(N)=S	1	0	0	-0.1	-3	9	-1	.
CC(C)NC(=O)NC(=O)COC(=O)c1cc[n+]([O-])cc1	1	-16	-5	3.0	-2	3	-3	15
CCc1nccn1S(=O)(=O)c1ccc2ccc(C)cc2c1	2	.	.	.	14	1	3	18
COc1ccc(N2C(=O)CC(Sc3ncn[nH]3)C2=O)c(OC)c1 (stereo not given)	-4	.	.	.	-5	-2	-6	5
O=c1c2ccccc2nc2ccc(N3CCOCC3)nn12	4	.	.	.	-9	-2	12	4
Cc1noc(C)c1S(=O)(=O)Nc1ccc2c(c1)C(=O)N([C@@H](C)CO)C[C@@H](C)[C@H](CN(C)Cc1ccncc1)O2	-2	-4	2	-5.5	-4[16.7 µM]	-1	0	1
CC(C)C#Cc1ccc2c(c1)O[C@@H](CN(C)C(=O)Nc1ccccc1)[C@H](C)CN([C@H](C)CO)S2(=O)=O	3	3	1	.	51[16.7 µM]	45	3	5
O=C(Nc1ccccc1)N1CC(=O)N2[C@@H](CO)[C@H](c3ccc(C#Cc4cccnc4)cc3)[C@@H]2C1	.	-10	0	0.5	.	.	.	-5
C[C@H]1CN([C@@H](C)CO)C(=O)c2cc(NC(=O)Nc3cccc4ccccc34)ccc2O[C@@H]1CN(C)Cc1ccncc1	-2	5	0	0.4	3[16.7 µM]	1	2	-1
COc1ccc(S(=O)(=O)N2CCCCC2)cc1NC(=O)c1cccnc1SC	.	0	1	2.3	.	.	.	-10
CCOc1ccccc1NC(=O)COC(=O)c1cnc(C)cn1	-1	4	0	.	-7	-1	-6	-2
C[C@@H]1CN([C@H](C)CO)S(=O)(=O)c2ccc(C#Cc3ccncc3)cc2O[C@@H]1CN(C)C(=O)C1CCC1	-1	-12	-1	-0.4	-8[16.7 µM]	2	3	-17
c1ccc(CN(Cc2ccccc2)c2c3c(nc4ncnn24)CCC3)cc1	-6	-19	.	.	-12	-1	9	-11
CN(C)C(=O)CNc1ccn2nc(-c3cccc(Cl)c3)cc2n1	1	-25	5	0.2	.	4	10	.
O=C(CCN1CCN(Cc2ccccc2)CC1)Nc1cccc(Cl)c1	-5	.	.	.	8	2	5	7
O=C(O)CCCc1ccc2ccc3cccc4ccc1c2c34	-14	-17	3	-0.1	.	-6	-3	-5
COc1ccc(S(=O)(=O)N(C)C[C@@H]2Oc3ccc(N(C)C)cc3C(=O)N([C@@H](C)CO)C[C@H]2C)cc1	0	9	0	.	0[16.7 µM]	1	7	4
CCN(CC)CCCN(Cc1cc2cc3c(cc2[nH]c1=O)OCO3)C(=S)NCCCN(C)C	-8	90*	1	2.2	-3	4	15	8

Records above that bear a hit mark in RAD52 inh:
compound	PglD DTNB	RAD52 inh	ERAP1 inh	miR122 inh	PGC1a acetyl inh
CCN(CC)CCCN(Cc1cc2cc3c(cc2[nH]c1=O)OCO3)C(=S)NCCCN(C)C	-8	90*	1	-3	8

Other records follow.
SMILES	PglD DTNB	RAD52 inh	ERAP1 inh	E-selectin induc	miR122 inh	Cneo AK release	RAD54 inh	PGC1a acetyl inh
COCC(=O)OCC(=O)Nc1ccc(Cl)cc1[N+](=O)[O-]	.	-6	-1	3.7	.	.	.	-2
O=C(OC(c1ccccc1)c1nccc2ccccc12)c1ccccc1 (stereo not given)	-4	-6	2	-0.1	3	-4	-1	.
C=CCN(C(=O)c1csnn1)C(C(=O)NCc1ccc(F)cc1)c1cccs1 (stereo not given)	8	-13	0	.	7	-4	-5	-18
CN1C(=O)C2(Nc3ccccc3-c3nc4ccccc4n32)c2ccccc21 (stereo not given)	-7	.	.	.	-2	-3	8	-8
COc1ccccc1CNC(=O)CCS(=O)(=O)c1ccc2c(c1)CCN2C(C)=O	5	-21	5	.	1	0	-12	-9
CCc1ccc(CN(C)C(=O)CCc2nnc(-c3ccc(-c4ccccc4)cc3)o2)nc1	.	-15	-4	.	-17	.	.	-9
CCOCCc1c(O)nc(SCCOc2ccc(C)c(C)c2)[nH]c1=O	.	-21	4	0.1	.	.	.	9
Cc1ccc(-n2cc(CNCCc3cscn3)c(-c3ccc(F)cc3)n2)cc1	.	-158	1	0.0	.	.	.	-31
Cc1ccc(-c2ccc3c(c2)O[C@@H](CN(C)C(=O)Nc2ccccc2)[C@@H](C)CN([C@H](C)CO)S3(=O)=O)cc1	-1	-6	0	-0.2	.	-11	-3	-3
CC(C)NC(=O)c1c(CSc2ccccc2)noc1C(=O)NCc1ccccc1	-2	-17	-2	-0.7	-2	-1	1	.
CC(C)(C)C1CCC(OC(=O)c2cncc(Br)c2)CC1 (stereo not given)	0	-10	-3	-3.7	-3	-1	-9	.
O=C(CN1C(=O)NC2(CCOc3ccccc32)C1=O)NCCc1ccc(F)cc1 (stereo not given)	-2	-3	-2	-0.8	0	-1	-2	2
CCOC(=O)C1=C(c2ccccc2)NC(SCC(=O)Nc2ccccc2C)=C(C#N)C1c1ccco1 (stereo not given)	-2	.	.	1.7	6	0	-1	-21
C[C@@H]1CN([C@@H](C)CO)C(=O)c2cc(NC(=O)Cn3cnnn3)ccc2O[C@H]1CN(C)C(=O)Nc1cccc2ccccc12	-11	-9	2	-7.1	-1[16.7 µM]	51	9	-8
C=CCNC(=O)C(=O)c1c(-c2ccccc2)[nH]c2ccccc12	-1	-14	2	0.0	0	4	-1	34
O=C(C[C@@H]1C[C@@H]2c3cc(NS(=O)(=O)c4ccc(F)cc4)ccc3O[C@@H]2[C@@H](CO)O1)NCc1ccc(Cl)cc1	-2	-6	3	-0.2	12[16.7 µM]	0	6	2
COc1ccc(C2(C#N)CCC(=O)N2c2ccccc2)cc1 (stereo not given)	4	-7	1	2.3	-3	-1	-6	5
CC(OC(=O)[C@H](C)N=C1NS(=O)(=O)c2ccccc21)C(=O)Nc1ccc(F)c(F)c1F (stereo not given in full)	7	-19	-5	-0.1	1	0	-5	4
Cc1ccc(CN(C(=O)c2ccccc2[N+](=O)[O-])C2CCS(=O)(=O)C2)o1 (stereo not given)	2	1	1	.	.	-4	3	8
C[C@@H]1CN([C@@H](C)CO)C(=O)c2cc(-c3ccc(C#N)cc3)cnc2O[C@H]1CN(C)CC1CCOCC1	-3	-3	3	0.8	-3[16.7 µM]	0	8	6
COc1ccc(N2C(=O)CC(C)(C)CC2=O)cc1OC	1	-3	1	.	.	2	-5	.
CCCNC(=O)N(C)C[C@H]1Oc2ncc(/C=C/c3ccccc3)cc2C(=O)N([C@H](C)CO)C[C@H]1C	1	0	0	0.2	25[16.7 µM]	-6	5	-19
Cn1c(/C(C#N)=C(\O)c2cccc(F)c2)nc2ccccc21	2	0	1	.	9	-6	-5	8
CCOC(=O)C1=C(C)c2ccccc2N(S(=O)(=O)C(F)(F)F)C1C(=O)OCC (stereo not given)	4	-6	.	.	-2	2	-19	1
CCN1CCN(S(=O)(=O)c2ccc(F)c(C(=O)Nc3c(F)cc(F)cc3Br)c2)CC1	-2	-8	-4	13	4	0	-5	1

Entries of single compounds from above. Screens in order: PglD DTNB	RAD52 inh	ERAP1 inh	E-selectin induc	miR122 inh	Cneo AK release	RAD54 inh	PGC1a acetyl inh
Profile of COc1ccc(N2C(=O)CC(C)(C)CC2=O)cc1OC = 1	-3	1	.	.	2	-5	.
Profile of Cc1ccc(-c2ccc3c(c2)O[C@@H](CN(C)C(=O)Nc2ccccc2)[C@@H](C)CN([C@H](C)CO)S3(=O)=O)cc1 = -1	-6	0	-0.2	.	-11	-3	-3

Continuation:
SMILES	PglD DTNB	RAD52 inh	ERAP1 inh	E-selectin induc	miR122 inh	Cneo AK release	RAD54 inh	PGC1a acetyl inh
O=C(CC1C(=O)NCCN1C(=O)c1ccc([N+](=O)[O-])cc1)Nc1ccc(F)cc1 (stereo not given)	-1	-5	1	.	-6	-1	-2	8
O=C(CSc1ccc(-c2ccccn2)nn1)Nc1ccc(F)cc1F	5	-14	2	0.0	3	2	7	.
N#Cc1cccc(NC(=O)CN2CCCCCC2)c1	1	-8	-4	-0.2	.	0	-5	.
CCCN1CCN(C(=O)c2oc3c(Cl)cccc3c2C)CC1	13	-4	-3	.	1	-2	-17	.
CC(=O)Nc1ccc(S(=O)(=O)N2CCC(C(=O)NCCC(=O)Nc3ccccc3)CC2)cc1	-1	-6	-2	0.1	3	-13	1	-8
COc1ccc(C(=O)NC2CCN(C(=O)Nc3ccccc3Cl)CC2)cc1	.	-11	-2	.	-4	.	.	6
O=C(N/N=C/c1cc(Br)ccc1O)C(=O)Nc1ccccc1OC(F)(F)C(F)F	-4	.	.	.	-10	-2	-10	15
Cc1nc(N2CCN(S(=O)(=O)c3ccccc3C#N)CC2)c2c(-c3ccccc3)csc2n1	-4	-18	3	.	.	-3	3	-1
COCC(=O)N(C[C@H]1N[C@H](CO)[C@H]1c1ccc(C2=CCCCC2)cc1)C(C)C	-3	-8	1	-0.1	-7[16.7 µM]	70	6	-19
CCCS(=O)(=O)C(=C(Nc1ccc(OC)cc1)Nc1ccc(OC)cc1)S(=O)(=O)CCC	1	.	.	.	-8	3	-15	-15
CO[C@H]1CN(C)C(=O)c2cc(NS(=O)(=O)c3ccc(-c4ccccc4)cc3)ccc2OC[C@@H](C)NC[C@H]1C	1	3	8	1.1	9[16.7 µM]	-2	-9	-17
C[C@@H]1CN([C@@H](C)CO)C(=O)c2cccc(NC(=O)Nc3ccccc3)c2O[C@@H]1CN(C)S(C)(=O)=O	-3	0	0	-14	-8[16.7 µM]	-1	-3	-1
COc1cc(C(=O)NCCc2ccc(S(=O)(=O)N3CCCC3)cc2)cc(OC)c1OC	-3	-11	3	2.7	-1	0	0	-8
CN(CC(=O)NC(=O)NC1CCCCC1)CC(=O)Nc1ccccc1C(F)(F)F	4	-9	5	0.2	-7	0	4	-4
CSc1cccc(NC(=O)CN2C(=O)c3ccccc3S2(=O)=O)c1	2	-13	.	.	2	1	-1	9
CCOC1(OCC)C(c2ccc(N)cc2)C(C#N)(C#N)C1(OCC)OCC (stereo not given)	-1	.	.	.	61	-2	-5	1
Cc1ccc(/C=C/S(=O)(=O)NCc2ccc(F)cc2)cc1	.	-3	1	.	21	.	.	-12
Cc1occc1-c1nnc(SCC(=O)N2CCN(c3ccc(F)cc3)CC2)n1C	-5	.	.	.	-4	2	-2	0
CCC(C(=O)NC1CC1)n1nc(C)c2c(C)n(-c3ccc(C)cc3)nc2c1=O (stereo not given)	0	-7	-3	.	4	5	-2	-5
COc1ccc(-c2c(C#N)c(N)nc3c2CCCCCC3)cc1OC	1	.	.	.	-4	1	1	14

Among those listed so far, 3 contain bromine.
SMILES	PglD DTNB	RAD52 inh	ERAP1 inh	E-selectin induc	miR122 inh	Cneo AK release	RAD54 inh	PGC1a acetyl inh
CC(C)(C)C1CCC(OC(=O)c2cncc(Br)c2)CC1 (stereo not given)	0	-10	-3	-3.7	-3	-1	-9	.
CCN1CCN(S(=O)(=O)c2ccc(F)c(C(=O)Nc3c(F)cc(F)cc3Br)c2)CC1	-2	-8	-4	13	4	0	-5	1
O=C(N/N=C/c1cc(Br)ccc1O)C(=O)Nc1ccccc1OC(F)(F)C(F)F	-4	.	.	.	-10	-2	-10	15
